# Bcl-2 Bim block: inhibitors of Bim-Bcl-2 interaction, human; AID 950; Bead-based flow cytometry, Bim peptide-Bcl-2 binding; P10415; inhibition, % at 10 µM; 0.06% of 190,000 active; in the data active = inhibition above about 40%; inconclusive = no clear call, values can overlap the other calls;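 note: 0% = no compound wells with probe peptide and 100% = reference peptide inhibitor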
# Target sequence (P10415 whole entry, looked up): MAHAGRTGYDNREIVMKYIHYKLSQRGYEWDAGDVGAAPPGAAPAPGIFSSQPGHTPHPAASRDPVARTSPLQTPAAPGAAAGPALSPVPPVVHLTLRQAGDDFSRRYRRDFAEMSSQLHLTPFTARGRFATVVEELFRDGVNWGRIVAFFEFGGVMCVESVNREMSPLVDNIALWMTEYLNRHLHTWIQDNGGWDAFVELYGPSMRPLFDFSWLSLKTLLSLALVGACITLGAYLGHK
# Bim-Mcl-1: inhibitors of Bim-Mcl-1 interaction, human; Q07820; Bead-based flow cytometry, Bim peptide-Mcl-1 binding; inhibition, % at 10 µM; 0.1% of 190,000 active; AID 1009;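 note: 0% = no compound tracer wells and 100% = peptide blocker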
# Bcl-B Bim block: human Bim-Bcl-B interaction inhibition; bead-based flow cytometry, Bim peptide-Bcl-B binding; inhibition, % at 10 µM; 0.073% of 190,000 active; AID 951;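 note: 0% = tracer peptide without compound and 100% = reference inhibitor peptide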
# Target sequence (Q9HD36 whole entry, looked up): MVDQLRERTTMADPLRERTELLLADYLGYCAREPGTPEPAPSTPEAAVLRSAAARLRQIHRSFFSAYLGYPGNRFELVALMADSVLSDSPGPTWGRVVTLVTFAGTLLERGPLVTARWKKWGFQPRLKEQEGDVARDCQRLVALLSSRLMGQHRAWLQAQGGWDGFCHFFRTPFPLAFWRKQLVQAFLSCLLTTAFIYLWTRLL
# ABCG2 inh: inhibitors of human ABCG2 transporter, ABCB1 counter-screen | Q9UNQ0 | IgMXP3 cells, JC-1 efflux, flow cytometry | inhibition, % at 6.6 µM | 0.1% of 190,000 active;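 active = inhibition above 80%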;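 note: 0% = DMSO and 100% = nicardipine control wells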
# Target sequence (Q9UNQ0 whole entry, looked up): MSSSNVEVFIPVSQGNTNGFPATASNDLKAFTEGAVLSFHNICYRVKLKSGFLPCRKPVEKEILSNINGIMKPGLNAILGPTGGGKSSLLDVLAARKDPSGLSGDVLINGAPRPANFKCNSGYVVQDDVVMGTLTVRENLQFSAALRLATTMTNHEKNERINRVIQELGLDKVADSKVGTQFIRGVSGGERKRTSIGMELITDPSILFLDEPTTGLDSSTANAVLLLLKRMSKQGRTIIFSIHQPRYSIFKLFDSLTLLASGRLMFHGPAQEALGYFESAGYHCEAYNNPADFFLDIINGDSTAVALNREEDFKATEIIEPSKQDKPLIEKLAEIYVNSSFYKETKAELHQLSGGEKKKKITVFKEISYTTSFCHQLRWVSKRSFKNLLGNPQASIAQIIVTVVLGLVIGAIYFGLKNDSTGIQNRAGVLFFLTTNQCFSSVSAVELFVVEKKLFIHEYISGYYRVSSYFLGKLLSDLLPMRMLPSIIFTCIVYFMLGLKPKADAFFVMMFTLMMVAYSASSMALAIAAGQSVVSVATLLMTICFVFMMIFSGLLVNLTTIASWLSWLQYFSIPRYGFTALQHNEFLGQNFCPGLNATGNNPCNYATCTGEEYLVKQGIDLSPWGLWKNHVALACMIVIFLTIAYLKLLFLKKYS
#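 Test system: IgMXP3 (ABCG2) plus far-red-tagged CCRF-Adr (ABCB1) cells / Amount: 3 million cells/mL in well / Reagent: JC-1 transporter substrate / Timing: 10 min compound exposure, 25 °C / Signal: flow cytometry, 530 nm JC-1 signal / Read-out: percent efflux inhibition, scaled nicardipine 100% to DMSO 0% / Benchmarks: nicardipine as high control, DMSO as low control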
# Bcl-W Bim block: disrupts Bim peptide binding to human Bcl-W | bead-based flow cytometry | inhibition, % at 10 µM | 0.02% of 190,000 active;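 note: 0% = bound tracer without compound and 100% = peptide blocker; higher means less fluorescent Bim peptide bound to Bcl-W beads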
# Bim-Bfl-1: inhibitors of Bim-Bfl-1 interaction, human. AID 1008. inhibition, % at 10 µM. Q16548. 0.12% of 190,000 active. Bead-based flow cytometry, Bim-Bfl-1 binding inhibition;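 note: 0% = wells without compound plus tracer and 100% = blocker peptide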
# RGS4-Gao reg: modulates binding of RGS4 to human Galphao. P09471. Multiplexed bead flow cytometry; actives lie on both sides. binding response (% of control), % at 10 µM. 0.33% of 220,000 active. AID 1415; in the data active = binding response below about 49% or above about 150%; inactive = in between;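 note: fluorescent Galphao activated with aluminum fluoride binding bead-coupled RGS4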
# ABCB1 inh: blocks JC-1 efflux by human ABCB1 transporter; CCRF-Adr cells, flow cytometry; P08183; inhibition, % at 6.6 µM; 0.067% of 190,000 active; in the data active = inhibition above about 40%;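 note: 0% = vehicle and 100% = reference inhibitor; higher value means more JC-1 retained so stronger ABCB1 efflux block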
# RGS7-Gao: modulates binding of RGS7 to human Galphao | P09471 | Multiplexed bead flow cytometry; actives lie on both sides | binding response (% of control), % at 10 µM | 0.35% of 220,000 active | AID 1439; in the data active = binding response below about 49% or above about 150%; inconclusive = no clear call, values can overlap the other calls; inactive = in between;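 note: fluorescent Galphao held in activated GDP-AlF4 state binding bead-coupled RGS7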
# RGS8-Gao: regulators of human RGS8-Galphao interaction. multiplexed bead flow cytometry, RGS8-Galphao binding; actives lie on both sides. P09471. response (percent of control binding), % at 10 µM. 0.34% of 220,000 active. AID 1423; in the data active = response below about 60% or above about 140%; inactive = in between;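 note: Galphao activated as the GDP aluminium fluoride complex binding bead-coupled RGS8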
# Bim-Bcl-XL: disrupts Bim peptide binding to human Bcl-XL. Q07817. bead flow cytometry, fluorescence. inhibition, % at 10 µM. 0.04% of 190,000 active. AID 1007
# * = called active by the depositor; ? = inconclusive; & = joins results of further samples. Cut-off read from the data, not from the text of the source, unless noted: active = inhibition above about 40%.
# A first look:
SMILES,Bcl-2 Bim block,Bim-Mcl-1,Bcl-B Bim block,ABCG2 inh,Bcl-W Bim block,Bim-Bfl-1,RGS4-Gao reg,ABCB1 inh,RGS7-Gao,RGS8-Gao,Bim-Bcl-XL
O=C(NCc1ccc2c(c1)OCO2)C1CCN(C(=O)Nc2ccc(Cl)cc2)CC1,2,4,3,3,1,-1,97,0.2,108,101,0
Fc1ccccc1N1CCN(c2ncnc3[nH]ncc23)CC1,0,2,4,13,2,-1,100,0.7,100,99,0
CCc1cc(C(=O)O)c(NC(=O)c2cc(OC)c(OC)c(OC)c2)s1,2,1,-1,-1,2,-2,105,-0.9,100,103,-1

# The listing, from the start:
SMILES,Bcl-2 Bim block,Bim-Mcl-1,Bcl-B Bim block,ABCG2 inh,Bcl-W Bim block,Bim-Bfl-1,RGS4-Gao reg,ABCB1 inh,RGS7-Gao,RGS8-Gao,Bim-Bcl-XL
O=C(NCc1ccc2c(c1)OCO2)C1CCN(C(=O)Nc2ccc(Cl)cc2)CC1,2,4,3,3,1,-1,97,0.2,108,101,0
Fc1ccccc1N1CCN(c2ncnc3[nH]ncc23)CC1,0,2,4,13,2,-1,100,0.7,100,99,0
CCc1cc(C(=O)O)c(NC(=O)c2cc(OC)c(OC)c(OC)c2)s1,2,1,-1,-1,2,-2,105,-0.9,100,103,-1
CC(=O)C(=[N+]=[N-])C(=O)NCc1ccccc1,-6,-2,-6,3,2,-10,97,0.3,100,104,-5
O=C(N/N=C/c1ccc(Br)s1)Nc1ccccc1,-4,-1,-5,0,-3,-8,97,0.0,97,103,-2
Oc1ccc(NCc2cccc(OCc3ccc(F)cc3)c2)cc1,9,5,-5,39,19,39,93,3.3,92,99,1
CC(=O)c1sc(NCCOc2ccc(C)cc2)nc1C,0,0,-4,21,1,-4,100,1.4,?,99,0
COc1ccc(Cn2c(C3CC3)nc3ccc(NC(C)=O)cc3c2=O)cc1,-12,-5,-10,3,-1,-18,90,0.6,85,87,-7
Oc1c(N=NC(=S)Nc2ccccc2F)c2ccccc2n1Cc1cccc(Cl)c1,1,0,-10,-3,-3,0,99,-1.1,100,99,-1
COc1ccc(-c2c(C)nn3c(N4CCC(C(=O)NCCN(C)C)CC4)cc(C)nc23)cc1OC,-7,-3,-9,0,-2,-11,99,0.0,98,100,7
O=C(Cn1nnc(-c2ccncc2)n1)Nc1ccc2c(c1)CCC2,-10,-2,-10,3,0,-8,97,0.8,96,102,-4
O=C(OCC(=O)c1ccc(S(=O)(=O)N2CCCC2)cc1)C1=COCCO1,2,0,-7,0,3,2,101,-0.2,101,103,0
CCOC(=O)C1(Cc2ccccc2)CCN(Cc2cc(=O)c3ccccc3[nH]2)CC1,0,0,0,0,-3,3,100,0.6,99,101,-3
O=C(CNS(=O)(=O)c1ccc(Cl)cc1)N/N=C/c1ccco1,-1,0,-4,1,-1,-4,99,0.2,101,102,-2
Cc1ccccc1CSCc1nc2ccccc2[nH]1,-5,-3,-7,16,-6,-9,103,0.7,104,104,-4
CCOC(=O)C1CCCN(C2CC(=O)N(c3ccc(C)c(C)c3)C2=O)C1 (stereo unspecified),-10,-9,-10,5,-4,-21,97,0.5,95,97,-10
Cc1nc(C)c(C(=O)C2=C(O)C(=O)N(CCCn3ccnc3)C2c2ccccc2)s1 (stereo unspecified),-5,-2,-6,0,1,-10,103,0.4,103,101,-6
COc1ccc(CNC(=O)COC(=O)c2ccc(OCc3c(C)noc3C)cc2)cc1OC,-8,-8,-9,47,-4,-5,103,0.9,101,103,-5
COc1ccc2nc(C)c(C(=O)NN)cc2c1,0,-2,-4,9,-2,0,99,1.7,101,96,-5
CCn1c(=O)c(C(=O)Nc2ncccc2C)c(O)c2ccccc21,-1,-2,-2,8,0,-14,96,1.3,85,95,-6
C=C(C)CN(CC)Cc1c(C(=O)N(C)CCCC)nc2ccccn12,-6,-1,-7,2,-2,-13,103,0.8,100,102,-7
CCCCC(=O)OCc1cn(-c2ccc(Cl)cc2)nn1,1,0,-3,1,-2,-1,101,0.3,95,97,-3
Cc1cc(NC(C)C)n2c(nc3ccccc32)c1C#N,-3,-24,-2,9,-9,-2,103,2.4,102,104,-13
N#Cc1nc(COc2ccccc2F)oc1N1CCCCCC1,-10,0,-5,10,1,-7,99,2.1,99,98,0
COc1cc(/C=C2\SC(=Nc3ccccc3)N(CCc3c[nH]c4ccccc34)C2=O)ccc1OC(C)C(=O)O (stereo unspecified),-3,0,-5,-2,0,-12,102,-0.4,99,99,-1
COc1ccc(NC(=O)Nc2cccc(C)n2)cc1,-9,-1,-7,-1,0,-10,101,-1.3,105,106,-4
COc1ccc(NC(=S)NCCCc2ccccc2)cc1,-2,-2,-3,9,-2,0,99,0.8,95,101,-5
Cc1cnc(C(=O)OCC(=O)N(C(C)C)C(C)C)cn1,-3,-4,-2,3,0,0,96,0.8,104,99,-3
S=c1[nH]nc(Cc2cccs2)n1-c1ccccc1Cl,-4,-4,-14,0,0,0,89,0.3,95,99,-4
COc1ccccc1CCN=C(N)NS(=O)(=O)c1cccs1,2,0,0,2,0,-1,94,-0.1,98,100,-1
c1ccc(N=P(N2CCOCC2)(N2CCOCC2)N2CCOCC2)cc1,-3,-4,-2,1,-5,-2,101,0.3,97,109,-7
Cc1ccc(S(=O)(=O)NC(C(=O)N2CCOCCOCCOCC2)c2ccccc2)cc1 (stereo unspecified),-2,1,-5,1,2,-7,98,0.8,?,100,-1
COc1cc2nc(N3CCN(C(=O)C4CCCO4)CC3)nc(N)c2cc1OC (stereo unspecified),-1&2&0,0&-1&2,0&4&1,0&4&15,0&2&-4,1&5&0,91&98&94,0.1&0.5,90&96&98,89&96&100,2&3&0
CCN(CC)c1ccc(/C=c2\sc3nc4ccccc4n3c2=O)c(O)c1,-1,3,11,0,0,0,97,0.1,100,101,0
COC(=O)c1ccc(NC(=O)Nc2ccccc2C)cc1,0,-1,-3,6,2,-6,106,0.3,100,104,1
Cc1ccc(CNC(=O)Cn2c(=O)c3sccc3n(Cc3ccc([N+](=O)[O-])cc3)c2=O)cc1,-3,-1,-8,6,-3,-17,102,0.5,100,100,-3
COc1ccc(CNc2nc(NCc3ccc(OC)cc3)n(S(C)(=O)=O)n2)cc1,-3,3,-5,8,1,-7,99,1.3,101,101,-2
O=C(COC(=O)/C=C/C(=O)N1CCN(c2ccccc2)CC1)NCc1ccc(F)cc1,-2,0,1,1,0,0,97,0.3,96,104,-1
O=C(CNC(=O)c1cccc(Br)c1)N/N=C/c1ccc[nH]1,1,2,-4,3,0,-5,100,1.0,100,109,-1
CN(C)c1ccc(C(=O)OCC(=O)NC2CCCCCC2)cc1,0,2,0,3,4,-3,104,0.7,106,107,0
Cc1c(NC(=O)C(C)OC(=O)c2cc(Cl)nc(Cl)c2)c(=O)n(-c2ccccc2)n1C (stereo unspecified),-3,-3,-1,4,1,-1,101,0.8,105,106,1
CCN1CCN(CC(O)COc2ccc(C(C)=O)cc2)CC1 (stereo unspecified),0,3,-1,0,-1,6,108,0.5,111,104,0
COc1ccc(OC)c(NC(=O)COC(=O)CSc2ccc(Cl)cc2)c1,-3,-6,-7,-6,-5,-6,102,-2.1,100,101,-6
COc1ccc2cc(CCNC(=O)C(C)C)c(=O)[nH]c2c1,-4,0,-2,4,2,-6,87,0.2,100,96,1
CCCCNc1nc2ccccc2[nH]1,-6,1,0,2,0,-9,92,0.3,93,97,-1
O=C(NCCC1=CCCCC1)C(=O)NCC1OCCCN1S(=O)(=O)c1ccccc1 (stereo unspecified),-8,2,-4,15,-3,-14,98,0.8,102,99,-5
COc1ccc(C(c2c(O)nc(SC)n(C)c2=O)c2c(O)nc(SC)n(C)c2=O)cc1O,4,-4,5,-10,2,4,96,-1.4,94,99,0
O=C(Cc1cccs1)NCc1cccnc1,0,0,-1,-6,1,-4,94,-5.2,97,101,0
COC(=O)CS(=O)(=O)c1ccc(C)cc1,-2,0,-3,1,-1,-3,100,0.2,99,103,0
O=c1cc(O)c(-c2ccccc2)c(Cl)[nH]1,-5,-2,-8,0,-1,-10,100,0.1,106,103,-8
CCc1nn(CC(=O)NCCN2CCN(C)CC2)c(=O)c2cc3occc3n12,-3,-1,0,-1,0,-1,92,0.3,93,110,0
Cc1ccc(Cn2c(CN(C)Cc3ccccc3)nc3c2c(=O)n(C)c(=O)n3C)cc1,-8,-5,-9,16,1,-12,98,1.7,101,99,-8
COc1cccc(-c2cc(C(=O)Nc3c(C)nn(Cc4ccccc4C)c3C)no2)c1,-3,0,-2,3,-2,-1,101,1.5,100,102,-2
CC(=O)Nc1ccc(N(C(=O)Cn2nnc3ccccc32)C(C(=O)NC2CCCC2)c2ccc(O)c(O)c2)cc1 (stereo unspecified),2,0,-4,-1,-1,-5,98,-0.5,97,97,-5
CCN(CC)Cc1c(NC(=O)c2ccccc2)sc(C)c1C,1,0,0,5,-4,7,65,0.0,71,88,-6
CCOC(=O)N1CCN(S(=O)(=O)c2ccc3c(c2)oc(=O)n3C)CC1,-6,0,-3,14,1,-12,100,2.1,103,97,-5
CCOc1ccc2nc(NC(=O)NC3CCCCC3)sc2c1,5,-1,2,22,0,5,100,1.8,?,100,0
COC(=O)c1ccc(CNC(=O)COC(=O)C23CC4CC(CC(C4)C2)C3)cc1,-8,0,-9,10,-2,-13,100,0.8,97,101,-4
Cc1cccc(C)c1Nc1nnc(SC/C(O)=C(\C#N)c2nc3ccccc3[nH]2)s1,0,-1,-9,-22,-1,1,98,-8.1,100,100,-3
O=C(Nn1c(-c2ccc(Cl)cc2)nc2ccccc2c1=O)c1cccnc1Cl,0,14,3,-9,10,-11,104,-0.2,99,106,20
# (next part)
SMILES,Bcl-2 Bim block,Bim-Mcl-1,Bcl-B Bim block,ABCG2 inh,Bcl-W Bim block,Bim-Bfl-1,RGS4-Gao reg,ABCB1 inh,RGS7-Gao,RGS8-Gao,Bim-Bcl-XL
COc1ccc(Oc2nc(SC)nc3ccccc23)cc1,-10,-1,-11,15,-1,-16,100,1.6,99,103,-9
CCOC(=O)c1ccc(CSc2nnc(C)n2N)o1,-6,1,-1,0,1,-8,103,0.1,105,101,-1
CSc1nc(Cc2ccc(Cl)cc2)nc2ccccc12,0,-1,0,8,0,-1,103,0.4,98,98,0
C=CCn1c(SCC(=O)O)nc2sc(CC)cc2c1=O,3,-2,-3,1,-2,0,97,0.7,96,99,-3
FC(F)Oc1ccccc1NC(=S)Nc1cccc(Cl)c1Cl,0,-4,-6,1,-3,-2,95,0.3,95,90,-6
O=C(c1ccccn1)N1N=C2/C(=C/c3ccc(F)cc3)CCCC2C1c1ccc(F)cc1 (stereo unspecified),-12,-2,-10,3,-2,-5,100,3.4,98,101,-5
COc1cc(/C=N/NC(=O)C(N)=O)ccc1OCC(=O)N1C(C)CCCC1C (stereo unspecified),0,0,-2,1,-3,-5,103,0.8,104,98,0
Cc1cc2nnc(SC(C)C#N)n2c2ccccc12 (stereo unspecified),-9,-5,-17,33,1,-19,100,0.6,100,99,-3
N#Cc1ccccc1NC(=O)CSc1ccc([N+](=O)[O-])cn1,2,1,-3,1,-2,-3,102,-0.2,99,100,0
CC(C)C(c1nnnn1C(C)(C)C)N1CCC(Cc2ccccc2)CC1 (stereo unspecified),-4,-4,-10,0,-4,-1,98,-0.4,99,102,-3
COc1ccc(-n2c(=S)[nH]c3cc(C(=O)Nc4ccccc4OC)ccc3c2=O)cc1,-3,-4,-10,5,-6,-10,98,0.2,100,102,-4

# Compound activity deposited in PubChem BioAssay by NMMLSC.
